Source: PubChem BioAssay (Southern Research Specialized Biocontainment Screening Center)
VEEV TC-83 Vero – inhibitors of VEEV TC-83 cytopathic effect, confirmation, Vero cells (AID 588727); Vero cells, VEEV TC-83 cytopathic effect inhibition; higher % means a stronger effect; one-dose inhibition, % at 20 µM; IC50 in µM for titrated hits; hit rate 0.13% among 350,000; in the data active = a potency from the dose series; note: strong numbers were not always called active
* hit, by the source's call; i = inactive. Some of the compounds tested. The share of hits here may be higher or lower than overall.

No.	structure	VEEV TC-83 Vero
1	Cn1nc(NC(=O)C(F)(F)F)c2ncc(-c3ccccc3)nc21	i
2	O=[N+]([O-])c1ccc(C=CC=Cc2ccccc2)cc1	i
3	CC(=O)c1c(C)[nH]c(C(=O)OCC(=O)c2ccc(Br)cc2)c1C	3.7%
4	C[C@H](CO)N1C[C@H](C)[C@@H](CN(C)Cc2ccc(O)cc2)OCc2cnnn2CCCC1=O	i
5	COc1ccc([C@H]2C[C@H](n3cc(C4CC4)nn3)[C@@H](O)CN2CC2CCCCC2)cc1	2.4%
6	O=C(NCC(=O)N1CCN(C(c2ccccc2)c2ccccc2)CC1)c1ccccc1Br	i
7	CN1OC[C@@H]2CN[C@H](c3ccc(-c4ccccc4)cc3)C[C@@H]21	i
8	COc1cc2c(cc1N)-c1ccc(N)cc1C2=O	2.2%
9	C[C@H](CO)N1C[C@H](C)[C@@H](CN(C)C(=O)Nc2cccc(Oc3ccccn3)c2)OCc2cnnn2CCCC1=O	i
10	CCN(CC)C(=O)C1=C(C)N(Cc2ccc(OC)cc2)C(=O)C(CC(=O)NC2CCCC2)C1 (centres undefined)	i
11	CC(=O)Nc1ccc2c(=O)n(-c3ccccc3)sc2c1	1.1%
12	Cc1ccnc(NCc2cc(Cl)ccc2O)c1	1.7%
13	O=C(NCc1ccco1)c1ccc(CS(=O)c2ccccc2Cl)o1 (centres undefined)	i
14	N#Cc1ccsc1NC(=O)CSc1nnc(NC2CC2)s1	i
15	COc1ccc(CCNC(=O)c2cc(S(=O)(=O)N3CCc4ccccc43)ccc2F)cc1OC	1.0%
16	O=C1C=C(c2ccc(CO)cc2)C[C@@H](c2ccc(F)cc2)C1	0.3%
17	Cc1cccc(NC(=O)COC(=O)CN2C(=O)c3ccccc3C2=O)c1C	i
18	Cc1ccnc(NCc2cc(Cl)cc(Cl)c2O)c1	3.7%
19	Nc1ccn([C@@H]2O[C@H](CNCc3cc(Br)ccc3OCc3ccccc3)[C@@H](O)[C@H]2O)c(=O)n1	1.9%
20	C[C@H](CO)N1C[C@H](C)[C@@H](CN(C)S(=O)(=O)c2cccc(C#N)c2)OCc2cnnn2CCCC1=O	i
21	CSc1ncccc1C(=O)N1CCCC(Nc2ccc(F)c(F)c2)C1 (centres undefined)	1.3%
22	Cc1ccc(S(=O)(=O)N2C[C@@H](C)[C@]3(C2)[C@H](O)[C@H](OC(=O)NCc2ccco2)C[C@H]2C(=O)N(c4ccccc4)C(=O)[C@H]23)cc1	i
23	CNC(=O)C[C@H]1C(=O)N(CCc2ccccc2)C[C@@H]1Cc1ccccc1	0.8%
24	CCOC(=O)c1c(C)[nH]c(C(=O)OCC(=O)NCc2ccco2)c1C	i
25	CCN1C(=O)C(C)C=C(C)C=C1C (centres undefined)	i
26	CC(C)C[C@H](NC(=O)c1[nH]cnc1C(=O)Nc1ccccc1F)C(=O)OC(C)(C)C	6.9%
27	Cc1ccc(S(=O)(=O)NN=Cc2ccccc2Cl)cc1	0.5%
28	O=C1COC(c2ccccc2O)=NN1CCCl	i
29	COc1ccc(CN2CCC[C@]3(N[C@H](c4ccc(OC)cc4)[C@@H]4C(=O)N(Cc5ccccc5)C(=O)[C@@H]43)C2=O)cc1	2.2%
30	CCN(C(=O)Cn1cc(C(F)(F)F)ccc1=O)C1CCS(=O)(=O)C1 (centres undefined)	0.4%
31	CC(C)n1ncc2c(C(=O)N3CCN(S(=O)(=O)c4cccc(F)c4)CC3)cc(C3CC3)nc21	i
32	COc1ccc(C(=O)N(C)[C@H]2C[C@H]3c4[nH]c5ccccc5c4CCN3C(=O)[C@H]2CO)cc1	0.9%

The closing three records of the part before are carried over, then new ones follow.
No.	structure	VEEV TC-83 Vero
30	CCN(C(=O)Cn1cc(C(F)(F)F)ccc1=O)C1CCS(=O)(=O)C1 (centres undefined)	0.4%
31	CC(C)n1ncc2c(C(=O)N3CCN(S(=O)(=O)c4cccc(F)c4)CC3)cc(C3CC3)nc21	i
32	COc1ccc(C(=O)N(C)[C@H]2C[C@H]3c4[nH]c5ccccc5c4CCN3C(=O)[C@H]2CO)cc1	0.9%
33	C[C@H]1CCCCO[C@@H](CN(C)C(=O)NC2CCCCC2)[C@@H](C)CN([C@@H](C)CO)C(=O)c2cc(NC(=O)Cc3ccccc3)ccc2O1	6.8%
34	O=C(Cc1ccc(Br)cc1)Nc1cccc(S(=O)(=O)N2CCCCC2)c1	i
35	COc1cccc(C(=O)N2CCN(c3nc4cc(C)cc(C)c4cc3C#N)CC2)c1	7.3%
36	N#Cc1ccc(-c2nc3ccc(Br)cn3c2Cc2ccccc2)cc1	4.4%
37	COc1ccc(NC(=O)CN(C)C(=O)c2cc(C)oc2C)cc1	1.3%
38	O=[N+]([O-])c1cccc(N=NNc2cccc([N+](=O)[O-])c2)c1	6.1%
39	COc1ccc(/C(N)=N/OC(=O)CN(C)S(=O)(=O)c2ccccc2)cc1	2.0%
40	COc1ccc(N2CCN(C(=O)CSc3nnc(C4CC4)n3C3CC3)CC2)cc1	i
41	CCCCc1c(O)nc(SCC(=O)N2CCOCC2)n(-c2ccc(C)cc2)c1=O	0.4%
42	COc1ccc(NC(=O)c2ccc(NC(=O)CN3CCN(c4ccccc4OC)CC3)cc2)cc1	0.8%
43	C[C@@H](NC(=O)c1ncn2c1c(=O)[nH]c1cccnc12)c1ccccc1	i
44	CC1=NN(c2ccccc2)C(=O)C1=Cc1ccccc1	i
45	COc1ccc(S(=O)(=O)N(C)C[C@H]2Oc3ncc(-c4ccncc4)cc3C(=O)N([C@@H](C)CO)C[C@@H]2C)cc1	1.0%
46	CN(CC(=O)Nc1cccc(F)c1)C(=O)Cc1ccsc1	3.5%
47	CC1(C)CC(=O)C=C(c2ccc(COC(=O)C3CC3)cc2)C1=O	3.7%
48	C[C@@H]1CCCCO[C@H](CN(C)S(=O)(=O)c2cccs2)[C@@H](C)CN([C@H](C)CO)C(=O)c2cc(NC(=O)Nc3ccc4c(c3)OCO4)ccc2O1	0.4%
49	Cc1cc(N2C(=O)C(O)=C(C(=O)c3ccc(C)o3)C2c2cccc(Cl)c2)no1 (centres undefined)	0.8%
50	Cn1nc(C(=O)NCC(=O)Nc2ccc(F)c(F)c2)ccc1=O	6.0%
51	CN(Cc1ccccc1)C(=O)CCC1CCN(C(=O)c2ccco2)CC1	0.1%
52	C[C@@H]1CN([C@@H](C)CO)C(=O)CCCn2cc(nn2)CO[C@H]1CN(C)S(=O)(=O)c1ccccc1	0.6%
53	COc1ccc([C@H]2C[C@H](O)[C@@H](n3cc(-c4ccc(F)cc4)nn3)CN2C(=O)C2CCCCC2)cc1	2.8%
54	Cc1nnc(N2C(=O)C(=O)/C(=C(/O)c3ccc4c(c3)OCCO4)C2c2cccc([N+](=O)[O-])c2)s1 (centres undefined)	2.4%
55	COc1ccccc1NS(=O)(=O)c1cccc(NS(=O)(=O)c2cc(C(=O)O)ccc2Cl)c1	0.6%
56	COc1ccc(CNC(=O)O[C@H]2CN(C(=O)OC(C)C)N(C(=O)OC(C)C)[C@@H]3CN(S(=O)(=O)c4ccc(C)cc4)C[C@]23O)cc1OC	5.1%

Single values from the results shown.
VEEV TC-83 Vero with #50 stands at 6.0%
VEEV TC-83 Vero with #52 stands at 0.6%
VEEV TC-83 Vero with #51 stands at 0.1%
VEEV TC-83 Vero with #55 stands at 0.6%
VEEV TC-83 Vero with #54 stands at 2.4%
VEEV TC-83 Vero with #49 stands at 0.8%

Later entries
No.	structure	VEEV TC-83 Vero
57	Cc1nc(Cc2nnc(SC(C)C(=O)Nc3ccccc3)o2)cs1 (centres undefined)	2.6%
58	CNC(=O)c1ccc(CN(C)C(=O)c2cccc(S(=O)(=O)N3CCc4ccccc4C3)c2)cc1	0.6%
59	CC1=C(C(=O)N(C)C)CC(CC(=O)NCc2ccco2)C(=O)N1Cc1ccccc1 (centres undefined)	i
60	Cc1ccc(S(=O)(=O)N2C[C@]3(O)C[C@@H]4C(=O)N(c5ccccc5)C(=O)[C@@H]4C[C@]3(OC(=O)NCc3ccccc3)C2)cc1	i
61	COCCCN1C(=O)C(CC(=O)NC(c2ccccc2)c2ccccc2)CC(C(=O)N2CCOCC2)=C1C (centres undefined)	1.0%
62	Cc1ccc(S(=O)(=O)N(C)C[C@H]2Oc3cc(C#Cc4ccccc4)ccc3S(=O)(=O)N([C@H](C)CO)C[C@@H]2C)cc1	1.3%
63	CCn1c(C)cc(C(=O)CSc2nnc(C3CC3)n2C2CC2)c1C	1.9%
64	COc1ccc(NC(=O)CSc2nnnn2C2CCCC2)cc1S(=O)(=O)N1CCOCC1	1.9%
65	Cc1nc2ccccn2c(=O)c1NC(=O)c1ccc2c(c1)OCO2	i
66	COc1ccc([C@H]2C[C@H](O)[C@@H](n3cc(-c4ccc(F)cc4)nn3)CN2Cc2cccs2)cc1	i
67	CCOCCCn1c(SCC(=O)NC2CCCCC2)nc2ccccc2c1=O	1.6%
68	C[C@@H]1CN([C@@H](C)CO)C(=O)CCCn2nncc2CO[C@@H]1CN(C)C(=O)Oc1ccc2ccccc2c1	i
69	COCC(C)n1c(SCC(=O)NC2CCCCC2)nc2ccccc2c1=O (centres undefined)	2.2%
70	C[C@@H]1CCCCO[C@H](CN(C)C(=O)C2CCCCC2)[C@@H](C)CN([C@H](C)CO)C(=O)c2cc(N(C)C)ccc2O1	i
71	COc1ccc(C(CNC(=O)c2ccc(OCc3cscn3)cc2)N2CCCC2)cc1 (centres undefined)	i
72	O=C1CCC(C(=O)N2CCN(c3cnccn3)CC2)CN1CCc1ccccc1 (centres undefined)	i
73	COc1ccc(NC(=O)N(C)C[C@H]2Oc3ncc(C#C[C@@H](C)O)cc3C(=O)N([C@H](C)CO)C[C@H]2C)cc1	i
74	Nc1ccn([C@@H]2O[C@H](CNC(=O)[C@@H](Cc3cccnc3)NC=O)[C@@H](O)[C@H]2O)c(=O)n1	i
75	Cc1nc2ccccn2c(=O)c1NC(=O)COc1ccccc1	0.2%
76	O=C1CCCCc2cc(O)c(O)cc21	i
77	COc1ccc([C@H]2C[C@H](O)[C@@H](n3cc(-c4ccc(F)cc4)nn3)CN2CC2CCCCC2)cc1	4.4%
78	C[C@@H]1CN([C@@H](C)CO)C(=O)CCCn2nncc2CO[C@H]1CN(C)Cc1ccccc1C(F)(F)F	0.3%
79	Cc1cccc2cc(C#N)c(NCCNC(=O)c3ccccc3)nc12	i
80	CCCCCC(=O)N1C[C@H](n2cc(COC(=O)c3ccccc3)nn2)[C@@H](O)C[C@@H]1c1ccc(Cl)cc1	i
81	CSc1ccc(/C=N/NC(=O)c2ccc3nc[nH]c3c2)cc1	1.3%
82	CCCCn1c(=S)[nH]c2c(=O)n(C)c(=O)n(C)c21	0.1%
83	Cc1ccccc1NC(=O)Cc1nc(COC(=O)C(C)(C)Oc2ccc(Cl)cc2)cs1	2.1%
84	CN1CCN(C(=O)C[C@@H]2C[C@H]3c4cc(NC(=O)c5cccnc5)ccc4O[C@H]3[C@H](CO)O2)CC1	0.6%
85	Cc1ccc(C(=O)Nc2ccc3nc(C)sc3c2)o1	2.6%
86	C#CCN(C[C@@H]1[C@@H](OC(=O)NCCCCCC)[C@@H](OC(=O)NCCCCCC)Cn2c(=O)ccc(=O)n21)S(=O)(=O)c1ccc(C)cc1	4.1%
87	Cc1ccc(NC(=O)c2sc3nc(N4CCOCC4)c4c(c3c2N)CCCC4)cc1	2.2%
88	O=C(NNc1ccccc1)OCc1ccccc1	0.3%

Some of the entries so far, field by field.
(25) CCN1C(=O)C(C)C=C(C)C=C1C (centres undefined)
  VEEV TC-83 Vero: i
(4) C[C@H](CO)N1C[C@H](C)[C@@H](CN(C)Cc2ccc(O)cc2)OCc2cnnn2CCCC1=O
  VEEV TC-83 Vero: i
(5) COc1ccc([C@H]2C[C@H](n3cc(C4CC4)nn3)[C@@H](O)CN2CC2CCCCC2)cc1
  VEEV TC-83 Vero: 2.4%

Next part:
No.	structure	VEEV TC-83 Vero
89	CCOC(=O)CCCCCC(=O)Nc1ccc2c(c1)C(=O)N([C@H](C)CO)C[C@H](C)[C@@H](CN(C)C(=O)Nc1ccccc1)OCCCC[C@@H](C)O2	i
90	CCOc1ccccc1NC(=O)CCNC(=O)C1CCN(S(=O)(=O)c2ccccc2)CC1	i
91	Brc1ccc2c(c1)-c1ccccc1C1=NCCN12	3.8%
92	C[C@H](O)CNC(=O)c1[nH]cnc1C(=O)N[C@@H](C)c1ccccc1	2.0%
93	Cc1ccc(N(C)S(=O)(=O)c2cccc(C(=O)OCC(=O)N(C)Cc3ccccc3)c2)cc1	2.8%
94	CNC(=O)C[C@H]1C(=O)N(C2CCCCC2)C[C@@H]1c1ccc(Br)cc1	0.2%
95	Cc1c(NC(=O)c2cc3ccccc3o2)cccc1-n1cnnn1	4.1%
96	C[C@@H]1CCCCO[C@H](CN(C)Cc2ccc3c(c2)OCO3)[C@@H](C)CN([C@H](C)CO)C(=O)c2cc(NC(=O)c3ccccc3)ccc2O1	5.4%
97	O=C1[C@H]2[C@@H](c3ccc(C(F)(F)F)cc3)N[C@]3(CCCN(Cc4ccc(Cl)cc4)C3=O)[C@H]2C(=O)N1Cc1ccccc1	0.8%
98	N#CCCN(Cc1ccccc1)C(=O)CCC(=O)c1ccc(F)cc1	0.9%
99	COc1ccc(CN2C(=O)C(CC(=O)NCCN3CCOCC3)CC(C(=O)N(C(C)C)C(C)C)=C2C)cc1 (centres undefined)	0.6%
100	CCc1ccc(NC(=O)CSc2nc(C)cs2)cc1	1.8%
101	COc1ccc(CN2C(=O)C(CC(=O)NCc3cccc4ccccc34)CC(C(=O)N3CCOCC3)=C2C)cc1 (centres undefined)	3.8%
102	C[C@H](CO)N1C[C@H](C)[C@@H](CN(C)C(=O)Cc2ccccc2)OCc2cnnn2CCCC1=O	0.8%
103	CC1NC(=O)COC1c1ccccc1 (centres undefined)	0.7%
104	COC(=O)C[C@@H]1C[C@H]2c3cc(NC(=O)Nc4ccccc4F)ccc3O[C@H]2[C@H](CO)O1	1.9%
105	CC#CCN(Cc1ccco1)C(=O)C1CCC(=O)N(CCc2cccc(F)c2)C1 (centres undefined)	1.6%
106	C=CCn1c2ccccc2c2nnc(SCC(=O)OC)nc21	1.7%
107	O=S(=O)(NN=C(c1ccccc1)c1ccccc1)c1ccccc1	0.2%
108	O=C(COC(=O)/C=C/c1cccc(Br)c1)Nc1ccc(Cl)cn1	4.0%
